# Screens from PubChem BioAssay.
# HGIII-sPLA2 inh = human group III sPLA2 inhibitors, primary screen, biochemical, QFRET, BODIPY PC-A2 liposome substrate. Group 3 secretory phospholipase A2 (Homo sapiens), Q9NZ20. QFRET BODIPY PC-A2 liposome hydrolysis, fluorescence. inhibition, % at 12.2 µM. actives 0.56% (n = 370,000). AID 743126, 2013;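 active means inhibition above mean plus 3 SD of compounds lying within the high and low control bounds, cut at about 19% in these data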;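 further: 0% = median of test compound wells and 100% = no enzyme DMSO wells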
# DAX1 inh-1 = DAX1 (NR0B1) inhibitors, primary screen, cell-based, HEK293, Gal4-DAX1, luciferase luminescence; HEK293 Gal4-DAX1 luciferase reporter; inhibition, % at 6.75 µM; actives 0.99% (n = 340,000); AID 504766, 2011;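 active means inhibition above the mean over all tested compounds plus 3 SD, cut at about 4.2% in these data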;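 further: 0% = DAX1-transfected cells with DMSO and 100% = empty-vector control cells with DMSO; inhibition shows as a rise in luminescence from relieved DAX1 repression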
# hgDAF12 agonist = H. glycines DAF-12 receptor agonists, primary screen, cell-based, luminescence, HEK293, GAL4 fusion, UAS-luciferase | activation, % at 6.8 µM | Nuclear hormone receptor DAF-12 (Heterodera glycines), GAL4 fusion | actives 1.8% (n = 370,000) | HEK293 GAL4-hgDAF12 UAS-luciferase reporter, agonist luminescence; normalized to butyrate control | AID 687014, 2013;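 active means activation above a cutoff set at the mean of all screened compounds plus 3 SD, cut at about 10% in these data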;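 further: 0% = DMSO wells and 100% = sodium butyrate wells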
# NPR1 activator = GC-A stimulated cGMP production enhancers – HEK293 GC-A cells, cGMP TR-FRET, EC30 ANP, primary screen. Atrial natriuretic peptide receptor 1 (Homo sapiens), P16066. 0% at EC30 ANP, 100% saturating ANP. activation, % at 10 µM. actives 0.14% (n = 370,000). AID 1671463, 2021; in the data active means activation above about 40%
# Target sequence (P16066 whole entry, looked up): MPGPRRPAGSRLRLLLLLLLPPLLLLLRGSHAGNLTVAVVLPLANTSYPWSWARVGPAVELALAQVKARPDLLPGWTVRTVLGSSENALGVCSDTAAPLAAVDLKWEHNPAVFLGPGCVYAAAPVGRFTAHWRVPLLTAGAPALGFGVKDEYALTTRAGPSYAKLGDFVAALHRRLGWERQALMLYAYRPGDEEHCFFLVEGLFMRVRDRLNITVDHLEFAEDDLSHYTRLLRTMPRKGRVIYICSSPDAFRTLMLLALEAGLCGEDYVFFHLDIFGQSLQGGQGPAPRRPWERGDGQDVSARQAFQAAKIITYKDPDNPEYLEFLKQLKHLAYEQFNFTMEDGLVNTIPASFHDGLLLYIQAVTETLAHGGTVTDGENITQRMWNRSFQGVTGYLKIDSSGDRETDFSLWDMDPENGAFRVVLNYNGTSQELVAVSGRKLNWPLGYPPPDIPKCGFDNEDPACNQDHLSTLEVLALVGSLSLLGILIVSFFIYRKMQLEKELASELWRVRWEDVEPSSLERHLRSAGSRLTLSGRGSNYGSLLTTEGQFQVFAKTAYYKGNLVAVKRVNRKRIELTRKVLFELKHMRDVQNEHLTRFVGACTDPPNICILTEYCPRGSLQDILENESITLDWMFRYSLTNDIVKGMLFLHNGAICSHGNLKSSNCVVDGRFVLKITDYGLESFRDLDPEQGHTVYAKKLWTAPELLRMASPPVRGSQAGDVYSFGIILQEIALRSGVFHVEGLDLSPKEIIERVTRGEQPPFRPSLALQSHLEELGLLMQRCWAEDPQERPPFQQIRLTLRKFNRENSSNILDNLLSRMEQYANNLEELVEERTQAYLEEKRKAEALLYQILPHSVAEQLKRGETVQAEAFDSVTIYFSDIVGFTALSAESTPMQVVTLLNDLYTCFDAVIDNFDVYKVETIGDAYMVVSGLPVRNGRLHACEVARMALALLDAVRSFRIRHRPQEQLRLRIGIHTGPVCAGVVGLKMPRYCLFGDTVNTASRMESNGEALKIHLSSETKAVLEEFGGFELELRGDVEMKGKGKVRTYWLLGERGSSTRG
# DAX1 inh-2 = DAX1 (NR0B1) inhibitors on StAR promoter, primary screen, cell-based, luminescence, SF-1 (NR5A1), full-length DAX-1; HEK293T StAR-luciferase reporter, SF-1/DAX-1 repression relief; inhibition, % at 6.8 µM; actives 1.1% (n = 370,000); AID 652010, 2013;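 active means inhibition above the mean over all tested compounds plus 3 SD, cut at about 3.6% in these data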;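 further: 0% = DAX-1 cells with DMSO and 100% = cells lacking DAX-1 with DMSO; higher inhibition means more luminescence from relief of DAX-1 repression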
# hcDAF-12 act = H. contortus DAF-12 nuclear receptor activators, primary screen, cell-based, luminescence, HEK293, lit1-tk-luc reporter; activation, % at 6.8 µM; actives 1.4% (n = 370,000); HEK293 hcDAF-12 lit1-tk-luc reporter; 0% DMSO, 100% Δ7-dafachronic acid; AID 652067, 2013;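 active means activation above the mean of all tested compounds plus 3 SD, cut at about 5.5% in these data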;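 further: 100% = response to 3 µM Δ7-dafachronic acid high control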
# SMARCA2 act = SMARCA2 (BRM) function activators, primary screen, cell-based, luminescence, high throughput; MG213 cells, MMTV-luciferase reporter, dexamethasone, overnight; actives 1% (n = 370,000); AID 652017, 2013; activation, % at 9.1 µM; in the data active means activation above about 7.8%;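 further: 0% = vehicle wells and 100% = reference activator wells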
# FXN GAA850 act = FXN promoter activators, primary screen, cell-based, luciferase luminescence, HEK293 lucGAA850 | HEK293 lucGAA850 FXN promoter luciferase reporter, 24 h; percent of 10 µM SAHA response | activation, % at 6 µM | actives 0.56% (n = 360,000);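 active means activation above the average of all compounds screened plus 3 SD, cutoff fixed separately per campaign, cut at about 7.5% in these data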;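 further: 0% = DMSO wells and 100% = 10 µM SAHA wells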
# ssDAF12 agonist = S. stercoralis DAF-12 nuclear receptor activators, primary screen, cell-based, luminescence, HEK293, GRIP1 co-expression, lit1-tk-luc | actives 1% (n = 370,000) | activation, % at 6.8 µM | HEK293 ssDAF-12/GRIP1 lit1-tk-luc reporter; % of 3 µM dafachronic acid response;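 active means activation above the mean over all tested compounds plus 3 SD, cut at about 0.9% in these data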;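 further: 0% = DMSO-only wells and 100% = 3 µM delta7-dafachronic acid wells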
# ADAM10 inh = human ADAM10 inhibitors, primary screen, biochemical, QFRET, HTS; Disintegrin and metalloproteinase domain-containing protein 10 (Homo sapiens), O14672; recombinant ADAM10, EDANS/DABCYL FRET peptide cleavage, 3 h; AID 720582, 2013; inhibition, % at 7 µM; actives 0.62% (n = 370,000);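 active means inhibition above a per-campaign cutoff equal to the mean of compounds falling between control-based bounds plus 3 SD, cut at about 20% in these data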;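 further: 0% = DMSO wells while the 100% control is not disclosed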
# NPR2 activator = human GC-B receptor activators, primary screen, HEK293 GC-B cells, cGMP TR-FRET, EC30 CNP. AID 1920062, 2024. Atrial natriuretic peptide receptor 2 (Homo sapiens), P20594. 0% at EC30 CNP, 100% saturating CNP. actives 0.11% (n = 370,000). activation, % at 10 µM;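 active means activation at 10 µM reaching about 35% in either raw or pattern-adjusted values, limit read from the data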
# The depositor's hits bear a star; i = inactive; / = no result given. Compounds were not picked by outcome; about 6.6% have a hit in one of these screens.
Molecule	NPR1 activator	NPR2 activator	ssDAF12 agonist	DAX1 inh-2	FXN GAA850 act	HGIII-sPLA2 inh	hcDAF-12 act	ADAM10 inh	hgDAF12 agonist	DAX1 inh-1	SMARCA2 act
CCOc1ccc(C2Nc3ccc4ccccc4c3-c3c2c(=O)oc2ccccc32)cc1 (stereo unspecified)	0	-7	-1.4	1.7	1.1	-1	1.4	-20	-1.5	0.2	-1
COc1cccc(CCc2nnc(CCC(=O)N(C)C3CC(C)(C)NC(C)(C)C3)o2)c1	5	-4	-0.2	-0.2	-0.1	-3	0.1	-1	0.6	0.5	0
CCOCCCNC(=O)/C(C#N)=C/c1ccc(Cl)c([N+](=O)[O-])c1	55*	5	-0.9	0.7	-2.0	0	0.4	2	-2.6	1.4	0
O=C(O)CCc1ccc(S(=O)(=O)Nc2ccccc2C(=O)NCCc2ccccc2)cc1	1	0	1.0*	0.9	2.4	-2	5.3	-6	9.6	0.7	7
O=C(c1cc(-c2ccc(Br)cc2)nc2ccccc12)N1CCN(c2ccccc2O)CC1	4	-3	-1.0	-1.3	1.9	-7	-0.6	-8	1.5	-1.0	-1
NC(=O)c1ccccc1OCc1cccc2ccccc12	-20	1	-1.5	0.2	3.2	-11	-1.8	-1	0.3	0.5	2
O=c1[nH]c(C2CCCN(S(=O)(=O)c3ccc(F)cc3)C2)nc2c1nnn2Cc1ccc(F)cc1 (stereo unspecified)	1	4	-1.1	0.1	-0.7	-4	0.0	1	-0.3	1.3	2
CC1Sc2ccc(S(=O)(=O)N3CCC(C(=O)NCCc4ccccc4)CC3)cc2NC1=O (stereo unspecified)	-2	-3	-1.2	-2.7	-2.0	-21	0.9	9	-1.4	0.5	0
CN1CCC(NC(=O)Nc2cccc(C(F)(F)F)c2)CC1	-1	-1	-1.6	-0.2	1.2	3	-0.3	2	1.8	3.5	0
O=C(CSc1nnc(-c2ccccc2Cl)n1Cc1ccco1)Nc1ccc2c(c1)OCCO2	-9	-6	-1.6	-1.2	0.1	-6	-2.3	4	-2.9	1.2	0
Cc1occc1C(=O)N1CCN(c2ccc(Cl)c(Cl)c2)CC1	1	-1	-1.7	-0.7	-1.5	5	-2.1	0	0.2	-0.6	-2
O=C(NCc1ccccc1)c1cc(C2COCCN2S(=O)(=O)c2ccccc2)on1 (stereo unspecified)	2	0	-1.8	-0.2	-1.0	1	-1.6	-8	-2.8	/	-3
O=C(CSc1nc2ccccc2c(=O)n1-c1ccc(F)cc1)Nc1ccc(C(=O)O)cc1	5	-3	-1.1	-0.1	0.4	-3	1.2	7	1.2	0.3	4
CCOC(=O)C1(CCc2ccccc2)CCN(C(=O)C2=C(C)OCCO2)CC1	-2	-5	0.3	-0.1	3.2	-1	1.4	-2	0.8	/	-1
O=C(COc1ccc2c(C(F)(F)F)cc(=O)oc2c1)Nc1ccc2c(c1)OCCO2	6	2	-1.5	-0.1	-0.4	-2	0.2	-29	2.5	0.9	2
CC(=O)Nc1ccc(S(=O)(=O)NC(C)(C#N)C2CC2)cc1 (stereo unspecified)	3	2	-0.3	0.2	1.1	-3	-2.3	1	-3.1	0.2	0
O=C(C(Cc1ccccc1)N1C(=O)C2C3C=CC(C3)C2C1=O)N1CCCCCC1 (stereo unspecified)	1	0	-0.9	-0.3	-0.9	-1	-1.5	-9	-1.6	0.0	-9
O=[N+]([O-])c1cccc(OCc2cn3cccnc3n2)c1	-4	-1	-1.3	-0.5	1.6	12	-0.4	-12	1.1	0.1	-3
O=C(O)c1cc(N2C(=O)C=CC2=O)cc(N2C(=O)C=CC2=O)c1	4	4	-0.9	-0.2	-0.9	-3	-0.1	-26	-1.1	0.0	-3
COc1ccccc1CCC(=O)Nc1ccc2c(c1)c(=O)n(C)n2Cc1cccc(C(F)(F)F)c1	5	10	-2.1	-1.9	1.1	-3	-4.0	i	-1.4	/	-3
CC1(C)C(=O)Nc2ccccc2N1C(=O)CSc1nnc2c(Cl)cc(Cl)cn12	0	3	-1.3	-0.4	3.2	3	-0.2	-3	-2.1	-0.4	-2
Cc1ccc(C)c2[nH]c(=O)c(C(c3nnnn3C(C)(C)C)N3CC=C(c4ccc(F)cc4)CC3)cc12 (stereo unspecified)	-5	-1	-0.6	0.2	1.8	-6	-1.8	-36	-1.0	-1.2	0
CC(C)Cc1cc(C(=O)N2CCC(N3CCC(C(=O)N4CCCC4)CC3)CC2)n[nH]1	1	1	-1.4	0.5	0.6	2	0.1	5	0.2	0.2	-3
CCn1c(=S)sc2c(=O)n(CC(=O)Nc3ccc(Cl)cc3)c(C)nc21	1	-1	-1.5	-1.0	-1.1	-2	3.7	8	1.6	0.5	-2
COc1ccc(S(=O)(=O)N(C)CC(=O)NCCCN2CCOCC2)cc1C	0	-1	-0.8	-1.9	0.5	4	-1.6	-30	1.6	2.0	-2
COc1ccccc1NC(=O)CSc1nc(=O)n(CCN2CCOCC2)c2c1CCC2	4	3	-0.1	0.7	-0.5	4	-1.5	-4	-0.5	0.6	-1
CC(C(=O)O)n1c(-c2ccn[nH]2)n[nH]c1=S (stereo unspecified)	-2	1	-1.2	-0.3	0.5	0	-1.2	-2	0.0	3.6	-2
Cn1cc([N+](=O)[O-])c(C(=O)Nc2ccn(C34CC5CC(CC(C5)C3)C4)n2)n1	4	1	-1.4	0.0	2.3	9	-1.2	3	-1.9	0.1	-4
Cc1ccnc(NC(=O)c2c(-c3ccccc3Cl)noc2C)c1	-7	-2	-1.0	-0.1	1.5	-1	0.8	-7	2.7	-1.5	1
COc1ccc(OCc2cccc(C(=O)O)c2)cc1	1	-10	0.2	1.0	-1.5	-1	5.8*	0	5.4	-6.3	4
CCNS(=O)(=O)c1c(C)cc(C)c(N(C)S(=O)(=O)c2ccccc2)c1C	0	2	0.1	-0.8	-0.4	-8	-1.0	-6	0.3	0.4	-3
Cc1c(N2C(=O)C(=O)/C(=C(/O)c3ccccc3)C2c2ccc(F)cc2)c(=O)n(-c2ccccc2)n1C (stereo unspecified)	3	7	-1.6	-0.2	-5.1	1	0.7	-1	1.4	-0.4	-4
Cc1cc[n+](CC(=O)Nc2nc3ccccc3s2)cc1	3	4	1.9*	0.2	2.7	1	0.7	12	3.8	0.9	-1
COc1ccc(C(=O)NCCc2cccc(Cl)c2)cc1OC1CCN(C(C)=O)CC1	0	-2	-1.2	0.0	-0.5	-5	-0.6	-2	-1.6	0.7	-1
O=[N+]([O-])c1ccccc1S(=O)(=O)Nc1cccc(-c2ccc(N3CCOCC3)nn2)c1	-4	-6	-0.4	5.2*	2.6	1	0.5	-18	5.3	0.6	2
O=C(Cn1c(=O)oc2ccccc21)Nc1ccc(S(=O)(=O)N2CCCCC2)cc1	-3	0	-1.1	-0.2	-3.1	-6	0.5	-2	0.2	0.6	-2
Cc1sc2ccccc2[n+]1CCC(C)S(=O)(=O)[O-] (stereo unspecified)	1	-3	-1.3	0.5	3.2	-1	-0.7	7	-1.2	0.7	3
O=C(c1cccc(C(F)(F)F)c1)N1CCC(O)(CS(=O)(=O)Cc2ccccc2Cl)CC1	1	3	-1.4	-0.9	-1.6	-2	-0.7	-9	-0.8	-1.4	-1
O=C(NCc1ccc(Cl)cc1)c1cc(=O)[nH]c2ccccc12	1	-1	-0.3	-0.1	-0.6	0	-1.4	-7	0.2	-0.8	0
COC(C(=O)Nc1ccc(F)cc1F)c1ccccc1 (stereo unspecified)	2	-4	-0.8	0.0	-0.4	4	-2.2	2	-1.0	4.2*	-8
CC1CCc2cc(F)ccc2N1C(=O)c1cccnc1 (stereo unspecified)	1	6	-1.5	-0.3	1.4	1	-1.3	-1	-1.6	-1.0	-3
COC(=O)c1ccc(C(=O)OC)c(NC(=O)COC(=O)C2CC2C)c1 (stereo unspecified)	0	2	-1.1	-0.8	-0.2	-2	-0.6	-19	-2.9	-0.4	-1
COc1cc(C(NC=O)C(=O)Nc2c(C)cccc2C)ccc1O (stereo unspecified)	2	-5	-0.7	0.0	1.9	12	-1.0	-11	-0.7	0.7	-5
CSCC[C@H](NC(=O)OC(C)(C)C)C(=O)N/N=C/c1ccc2nccnc2c1	1	-4	-1.9	-0.4	0.7	-1	-1.3	-1	-1.8	2.3	0
O=C(CCc1nc2ccccc2c(=O)[nH]1)N1CCN(S(=O)(=O)c2ccc(Cl)c(C(F)(F)F)c2)CC1	-3	-11	-0.4	0.5	0.5	2	-1.4	-4	1.4	1.0	3
N#Cc1ccc(Oc2cccnc2)cc1C#N	0	1	-1.3	-0.3	1.1	10	1.2	-4	1.0	2.8	-3
O=C(CSc1nnnn1C1CCCC1)Nc1ccccc1N1CCOCC1	5	2	-1.3	0.4	-2.4	1	-0.8	-5	-2.7	-0.7	-2
COc1ccc(N(CC(=O)NCc2ccc3c(c2)OCO3)S(C)(=O)=O)cc1OC	5	6	-1.6	0.3	3.1	7	-1.9	-7	0.3	0.1	-1
Nc1nc(Cl)c2ncn(C3OC(CO)C(O)C3O)c2n1 (stereo unspecified)	10	9	-0.8	0.5	1.1	15	0.4	-2	-1.9	-0.1	-4
CSc1ccccc1NC(=O)CN(C)CC(=O)Nc1ccccc1F	-1	2	-0.4	0.2	0.8	4	-2.4	-2	1.8	-0.7	-3
CSc1nnc(C)c(/C=C/NOCc2ccc(Cl)cc2)n1	-6	-2	-0.5	0.3	0.1	-4	-0.7	0	-1.7	-0.9	-1
O=C(OCC(=O)N1CCc2ccccc21)[C@@H]1CC(O)CN1S(=O)(=O)c1ccccc1[N+](=O)[O-] (stereo partly specified)	-1	1	-0.8	-0.2	1.0	-1	-1.4	1	0.5	0.0	-3

# One compound at a time (already shown). Order of screens: NPR1 activator, NPR2 activator, ssDAF12 agonist, DAX1 inh-2, FXN GAA850 act, HGIII-sPLA2 inh, hcDAF-12 act, ADAM10 inh, hgDAF12 agonist, DAX1 inh-1, SMARCA2 act
# Shown for Nc1nc(Cl)c2ncn(C3OC(CO)C(O)C3O)c2n1 (stereo unspecified) : 10, 9, -0.8, 0.5, 1.1, 15, 0.4, -2, -1.9, -0.1, -4
# Shown for O=C(NCc1ccc(Cl)cc1)c1cc(=O)[nH]c2ccccc12 : 1, -1, -0.3, -0.1, -0.6, 0, -1.4, -7, 0.2, -0.8, 0
